Screening results from PubChem BioAssay.
CD11b adhes enh – CD11b/CD18-fibrinogen binding enhancement; P05107+P11215; K562 CD11b/CD18 adhesion to fibrinogen, ATPlite luminescence; activation, % at 10 µM; 93,000 tested, 0.07% active; AID 1499;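 active means 10 µM primary screen giving 50% or more activity, confirmed by 40% or more on retest at that dose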; further: strong numbers were not always called active; reference of the scale not given here
ERb SRC1 inh – blocks coactivator binding to human estrogen receptor beta; 86,000 tested, 1.3% active; Q92731; AID 633; inhibition, % at 25.6 µM; TR-FRET ER-beta LBD / SRC1-Cy5 peptide binding; receptor agonist-loaded with 1 µM estradiol;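 active means compounds whose percent inhibition of the receptor-coactivator binding signal exceeds about 50% in the single-dose screen, limit read from the data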;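 further: 0% = receptor plus peptide wells without compound and 100% = peptide-only wells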
Candida biofilm – kills Candida albicans biofilms; C. albicans biofilm + clotrimazole, Alamar Blue; inhibition, % at 6 µM; 85,000 tested, 0.14% active;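 active means inhibition above 20%; inactive means inhibition below 20%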;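 further: preformed 24 hr biofilms exposed to compound for 48 hr; 0% = biofilm without compound and 100% = blank killed by clotrimazole plus chlorhexidine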
MT1-MMP txn act – MT1-MMP promoter transcription activation | HT1080 MT1-MMP promoter luciferase reporter, luminescence, overnight; active compounds read high | activation factor at 10 µM | 86,000 tested, 0.16% active | AID 750;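 active means activation factor of at least 2 for MT1-MMP transcription at 10 µM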
Smad3 inh – Smad3 (human) transcription factor binding inhibition; P84022; TR-FRET Smad3/Dy647-FoxH1 peptide binding, europium anti-His; inhibition, % at 25 µM; 88,000 tested, 0.29% active; AID 630;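 active means compounds that reduce the energy-transfer binding signal between the protein and its labelled peptide by more than half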;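 further: 0% = Smad3 plus labelled peptide maximal FRET and 100% = peptide-only background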
Target sequence (P84022 whole entry, looked up): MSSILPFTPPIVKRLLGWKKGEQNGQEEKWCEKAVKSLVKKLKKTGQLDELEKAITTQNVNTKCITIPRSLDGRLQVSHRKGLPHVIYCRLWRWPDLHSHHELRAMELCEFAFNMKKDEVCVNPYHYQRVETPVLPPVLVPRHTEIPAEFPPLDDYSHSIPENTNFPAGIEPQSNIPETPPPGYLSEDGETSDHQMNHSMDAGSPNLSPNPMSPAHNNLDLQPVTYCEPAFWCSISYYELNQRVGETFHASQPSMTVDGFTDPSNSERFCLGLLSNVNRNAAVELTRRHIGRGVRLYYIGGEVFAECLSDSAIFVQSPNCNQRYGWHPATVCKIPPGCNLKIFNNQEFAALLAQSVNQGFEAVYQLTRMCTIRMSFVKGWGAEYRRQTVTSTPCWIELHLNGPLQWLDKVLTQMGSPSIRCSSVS
ERa coact pot – enhances coactivator binding to human estrogen receptor alpha; TR-FRET ERalpha-LBD/SRC-Cy5 coactivator binding, 2 h; 100 = basal binding, no effect; coactivator binding (% of control), % at 25.6 µM; 86,000 tested, 1.3% active; AID 639; in the data active means activity above about 200%;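 further: binding measured in presence of low estradiol as agonist stimulus; 0% = peptide alone without receptor and 100% = receptor with peptide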
sEH inhibitor – inhibitors of human soluble epoxide hydrolase; P34913; recombinant human sEH enzymatic activity assay; inhibition, % at 2 µM; 91,000 tested, 0.34% active; in the data active means inhibition above about 80%; further: values of inactives mirror those of a sister screen read the other way; many of its hits are not listed in these tables
Target sequence (P34913 whole entry, looked up): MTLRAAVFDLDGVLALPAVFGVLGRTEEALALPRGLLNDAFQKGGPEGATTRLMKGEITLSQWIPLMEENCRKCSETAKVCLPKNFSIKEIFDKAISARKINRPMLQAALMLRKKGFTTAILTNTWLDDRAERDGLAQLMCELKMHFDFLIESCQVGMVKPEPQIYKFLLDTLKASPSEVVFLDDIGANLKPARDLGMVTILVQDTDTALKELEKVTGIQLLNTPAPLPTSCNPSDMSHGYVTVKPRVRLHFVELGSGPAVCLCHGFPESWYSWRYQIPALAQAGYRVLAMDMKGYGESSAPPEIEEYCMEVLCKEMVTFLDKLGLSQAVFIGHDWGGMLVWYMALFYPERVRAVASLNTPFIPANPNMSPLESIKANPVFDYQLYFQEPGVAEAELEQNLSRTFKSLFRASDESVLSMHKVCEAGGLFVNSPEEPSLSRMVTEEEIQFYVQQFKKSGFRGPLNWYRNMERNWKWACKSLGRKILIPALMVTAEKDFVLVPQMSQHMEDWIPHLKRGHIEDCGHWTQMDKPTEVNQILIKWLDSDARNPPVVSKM
Mac1 fbg inh – CD11b/CD18-fibrinogen binding inhibition. P05107+P11215. inhibition, % at 10 µM. 93,000 tested, 0.54% active. AID 1497. K562 CD11b/CD18 adhesion to fibrinogen, ATPlite luminescence; Mn2+ added to activate the integrin;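 active means primary inhibition of 50% or more at 10 µM, then 40% or more on retest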; further: some results filed as inactive read as strong as hits
sEH activator – activators of human soluble epoxide hydrolase. P34913. purified human sEH enzymatic activity, activator screen. activation, % at 2 µM. 91,000 tested, 0.04% active; in the data active means activation above about 37%; further: values of inactives mirror those of a sister screen read the other way
An asterisk follows results filed as active; · = not tested or not shown; [ ] = remark or other dose.

SMILES	CD11b adhes enh	ERb SRC1 inh	Candida biofilm	MT1-MMP txn act	Smad3 inh	ERa coact pot	sEH inhibitor	Mac1 fbg inh	sEH activator
O=C(CC(SCc1ccco1)c1ccc(O)cc1)c1cccs1 (stereo unspecified)	-2	13	3	1.7	8	45	5	32	-6
Cc1ccc(S(=O)(=O)N2CCC(C(=O)Nc3nnc(C45CC6CC(CC(C6)C4)C5)s3)CC2)cc1	1	·	·	·	·	·	6	4	-6
O=C(/C=C/Nc1cccc(F)c1)c1ccco1	1	-7	-4	1.2	15	102	-13	-12	12
Cc1sc2ncnc(NCc3ccccc3)c2c1C	·	1	4	1.3	2	97	-2	·	1
Oc1ccc2ccccc2c1C=Nc1ccccc1-c1nc2ccccc2[nH]1	0	·	·	·	·	·	8	8	-7
COc1ccc(N2C(=O)CC(NCc3ccncc3)C2=O)cc1 (stereo unspecified)	·	-4[fluorescence artefact?]	-2	1.1	3	124	-13	·	12
Cc1nonc1NCn1nnc2ccccc21	0	-10	8	1.1	6	102	-29	12	28
C=CCn1c(=O)c2ccccc2n2c(SCc3nc(N)nc(Nc4ccccc4C)n3)nnc12	-3	0	0	1.2	-5	116	6	9	-4
O=C(C1CCN(c2nnc(N3CCCC3=O)s2)CC1)N1CCN(Cc2ccc3c(c2)OCO3)CC1	·	12[fluorescence artefact?]	-6	1.2	0	108	·	·	·
CCN(CC)S(=O)(=O)c1ccc(-c2nnc(SCC(=O)Nc3ccc(OC)cc3)o2)cc1	·	1	8	1.1	-4	85	16	·	-15
O=C(CN1CCCCCC1)NCCc1ccc(F)cc1	-6	-16	2	1	-3	112	2	-28	-2
CCOC(=O)c1sc(=NC(=O)c2cc(OC)c(OC)c(OC)c2)n(C)c1C	·	21[fluorescence artefact?]	-2	1.1	10[fluorescence artefact?]	208*	6	·	-6
CCOC(=O)c1c2ccc(OCC(=O)N/N=C/c3ccccc3C(F)(F)F)cc2n2ccccc12	3	·	·	·	·	·	-1	0	0
Cc1ccc(N2C(=O)C(Cc3ccccc3)NC2=S)cc1 (stereo unspecified)	0	·	·	·	·	·	4	1	-4
Cc1ccc(CCNc2ccccc2C)cn1	·	-14	6	1.2	-1	107	-10	·	15
COc1ccc(C)cc1NC(=O)CCCN1C(=O)CCC1=O	-3	3	-2	1	-1	100	4	0	-4
Cc1cc(=O)[nH]c2c1cnn2Cc1ccccc1	5	-5	-2	1	2	95	5	-22	0
C=CCn1c(SCC(=O)N2CCOCC2)nc2sc3c(c2c1=O)CCCC3	11	-2	-3	·	-15	96	19	-8	-14
C=CCOc1cccc(C2/C(=C(/O)c3ccc(C)cc3)C(=O)C(=O)N2CCN2CCOCC2)c1 (stereo unspecified)	-3	-12	8	1	7[fluorescence artefact?]	105	-3	-3	4
Cc1c(CCC#N)c(N2CCCCC2)n2c(nc3ccccc32)c1C#N	·	-6	-3	1.1	-1	104	·	·	·

Compound profiles, from the list above.
Profile of O=C(CN1CCCCCC1)NCCc1ccc(F)cc1 : CD11b adhes enh = -6; ERb SRC1 inh = -16; Candida biofilm = 2; MT1-MMP txn act = 1; Smad3 inh = -3; ERa coact pot = 112; sEH inhibitor = 2; Mac1 fbg inh = -28; sEH activator = -2
Profile of CCOC(=O)c1sc(=NC(=O)c2cc(OC)c(OC)c(OC)c2)n(C)c1C : CD11b adhes enh = ·; ERb SRC1 inh = 21[fluorescence artefact?]; Candida biofilm = -2; MT1-MMP txn act = 1.1; Smad3 inh = 10[fluorescence artefact?]; ERa coact pot = 208*; sEH inhibitor = 6; Mac1 fbg inh = ·; sEH activator = -6

Next section
SMILES	CD11b adhes enh	ERb SRC1 inh	Candida biofilm	MT1-MMP txn act	Smad3 inh	ERa coact pot	sEH inhibitor	Mac1 fbg inh	sEH activator
COc1cc(C)c(C(N)=O)c(OC)n1	-4	-5	2	1.1	13	103	·	9	·
CC(C)(C)c1nc2c(C#N)c(-c3ccc(Cl)cc3)ccn2n1	-2	-2	4	1.5	-2	108	0	15	-2
COCCn1nnnc1C(CC(C)C)N1CCN(C(=O)c2ccco2)CC1 (stereo unspecified)	-2	-1[fluorescence artefact?]	7	1.1	-3	114	·	-3	·
CN(C)c1ccc(C(=O)OCc2ccc(Br)cc2)cc1	0	-4	-1	·	10	97	-9	5	9
N#CC1=C2SCN(Cc3ccco3)CN2C(=O)CC1c1c(F)cccc1Cl (stereo unspecified)	-8	-3[fluorescence artefact?]	-2	1	6	86	2	2	-4
Cc1nnc2sc(-c3cc4ccccc4o3)nn12	·	-1	8	1.3	-10	81	·	·	·
COc1ccc2cc(CN(Cc3cccs3)Cc3nnnn3Cc3ccccc3)c(=O)[nH]c2c1	·	26[fluorescence artefact?]	4	1.1	9	189[fluorescence artefact?]	-7	·	9
Cc1occc1-c1n[nH]c(=S)n1CC(C)C	·	-6	-1	1.2	11	95	-1	·	6
Cc1ccccc1C(=O)NNC(=O)Cc1cccc2ccccc12	-2	-34	2	1	1	105[fluorescence artefact?]	-1	-5	-1
COCCn1nnnc1CN(CCc1ccccc1)Cc1cc2cc(OC)ccc2[nH]c1=O	·	11[fluorescence artefact?]	-3	1	-7	100	3	·	0
Cn1c(=O)c2c(=O)cc(NNC(=O)C(C)(C)C)[nH]c2n(C)c1=O	0	·	·	·	·	·	11	-3	-11
CC1CC(C)(C)NC(=S)S1 (stereo unspecified)	5	-11[fluorescence artefact?]	-4	1.2	5	111	7	2	-6
CCc1ccc(C2=NN(c3ccc(S(N)(=O)=O)cc3)C(c3ccc(F)cc3)C2)cc1 (stereo unspecified)	-8	·	·	·	·	·	-17	33	21
Cc1cc2c(c(=O)n1CCc1ccccc1)C(c1ccco1)C(C#N)=C(N)O2 (stereo unspecified)	-6	-16	-1	1.1	-6	102[fluorescence artefact?]	-6	-1	2
CN(C)S(=O)(=O)N(CC(=O)Nc1ccc2ccccc2c1)c1ccccc1	·	22	2	1	4	89	15	·	-15
Cc1noc(C)c1COC(=O)CCN1c2ccccc2Sc2ccccc21	0	-6	4	1.2	11	93	16	-1	-15
COc1ccc(C2C(C(=O)NCc3ccccn3)c3cc(OC)c(OC)cc3C(=O)N2C)cc1 (stereo unspecified)	-3	-13	2	1.2	-1	108[fluorescence artefact?]	·	-8	·
c1ccc2c(N3CCCCC3)nc(N3CCCC3)nc2c1	-2	·	·	1.1	·	·	-3	16	3
CN1CCN(S(=O)(=O)c2ccc(SCCOc3ccccc3)nc2)CC1	-2	-4	4	1.3	3	116	2	4	-2
CN(C)S(=O)(=O)c1ccc(NC(=O)COC(=O)c2ccccn2)cc1	0	-8	1	1.1	2	92	2	9	-4
CCC(Sc1nc(-c2ccccc2)cc(=O)[nH]1)C(=O)O (stereo unspecified)	6	0	·	0.9	-3	116	-10	-4	8
O=S(=O)(Nc1cnc2ccccc2c1)N1CCCCCC1	1	13	8	1.3	-11	110	1	19	-3
CCN=C(Nc1ccc2c(c1)OCO2)SC1CC(=O)N(c2ccccc2F)C1=O (stereo unspecified)	-2	35	5	1.1	-5	102	-6	-5	5
COc1ccccc1NC(=O)C1=C(C)Nc2ncnn2C1c1ccc(C)o1 (stereo unspecified)	-1	-13	8	1	4	132	0	-27	-2
CCc1cc(=O)oc2c(C)c(O)c(CN3CCCCC3)cc12	6	-9	8	1.2	18[fluorescence artefact?]	150	-5	0	6
Cc1cc(N2CCOCC2)nc(NCc2ccccc2)n1	-2	0	4	1	5	101	5	20	-6
CCC(C)NC(=O)C1CCN(S(=O)(=O)c2ccc(OC)cc2)CC1 (stereo unspecified)	0	0	2	1.2	-4	97	2	2	-3
CCCc1cc(-c2[nH]ncc2-c2ccc3c(c2)OCCCO3)c(O)cc1O	-1	9[fluorescence artefact?]	2	0.9	3	53[fluorescence artefact?]	20	30	-20
CC1(C)Cc2c(C#N)c(SCc3ccccc3)nc(N3CCOCC3)c2CO1	·	-25[fluorescence artefact?]	9	1	8	111	·	·	·
O=C(Nc1ccccc1N1CCN(c2ccccc2)CC1)C1CCCCC1	-2	-4	5	1.1	-7	117	·	-2	·

13 entries from above, arranged by formula weight, descending:
SMILES	CD11b adhes enh	ERb SRC1 inh	Candida biofilm	MT1-MMP txn act	Smad3 inh	ERa coact pot	sEH inhibitor	Mac1 fbg inh	sEH activator
COc1ccc(C2C(C(=O)NCc3ccccn3)c3cc(OC)c(OC)cc3C(=O)N2C)cc1 (stereo unspecified)	-3	-13	2	1.2	-1	108[fluorescence artefact?]	·	-8	·
CCN=C(Nc1ccc2c(c1)OCO2)SC1CC(=O)N(c2ccccc2F)C1=O (stereo unspecified)	-2	35	5	1.1	-5	102	-6	-5	5
CN1CCN(S(=O)(=O)c2ccc(SCCOc3ccccc3)nc2)CC1	-2	-4	4	1.3	3	116	2	4	-2
CN(C)S(=O)(=O)N(CC(=O)Nc1ccc2ccccc2c1)c1ccccc1	·	22	2	1	4	89	15	·	-15
Cc1noc(C)c1COC(=O)CCN1c2ccccc2Sc2ccccc21	0	-6	4	1.2	11	93	16	-1	-15
CCCc1cc(-c2[nH]ncc2-c2ccc3c(c2)OCCCO3)c(O)cc1O	-1	9[fluorescence artefact?]	2	0.9	3	53[fluorescence artefact?]	20	30	-20
COc1ccccc1NC(=O)C1=C(C)Nc2ncnn2C1c1ccc(C)o1 (stereo unspecified)	-1	-13	8	1	4	132	0	-27	-2
O=C(Nc1ccccc1N1CCN(c2ccccc2)CC1)C1CCCCC1	-2	-4	5	1.1	-7	117	·	-2	·
CCC(C)NC(=O)C1CCN(S(=O)(=O)c2ccc(OC)cc2)CC1 (stereo unspecified)	0	0	2	1.2	-4	97	2	2	-3
CCc1cc(=O)oc2c(C)c(O)c(CN3CCCCC3)cc12	6	-9	8	1.2	18[fluorescence artefact?]	150	-5	0	6
CCC(Sc1nc(-c2ccccc2)cc(=O)[nH]1)C(=O)O (stereo unspecified)	6	0	·	0.9	-3	116	-10	-4	8
Cc1cc(N2CCOCC2)nc(NCc2ccccc2)n1	-2	0	4	1	5	101	5	20	-6
c1ccc2c(N3CCCCC3)nc(N3CCCC3)nc2c1	-2	·	·	1.1	·	·	-3	16	3

More records follow.
SMILES	CD11b adhes enh	ERb SRC1 inh	Candida biofilm	MT1-MMP txn act	Smad3 inh	ERa coact pot	sEH inhibitor	Mac1 fbg inh	sEH activator
O=C(O)CCCCCn1c(SCC(=O)N2CCCC2)nc2ccsc2c1=O	·	-9	8	1.1	0	108[fluorescence artefact?]	4	·	-2
CC1=C(C(=O)OCc2ccccc2)C(c2ccc(N3CCOCC3)cc2)NC(=O)N1 (stereo unspecified)	4	3	9	1.2	3	95	-1	-8	0
OCc1nc2ccccc2n1CCCOc1ccccc1	10	-2	2	1.4	3	100	·	5	·
O=C(Cn1nc(-c2ccc(Cl)cc2)c2ccccc2c1=O)Nc1cccnc1	3	-9	2	1.2	-14	91	2	-4	-2
C/C=C/c1ccc(OCCCNCC(C)O)c(OC)c1 (stereo unspecified)	24	-22	5	1	0	102	-1	-34	2
CCC(C)(C)NC(=O)C(c1ccc(C)o1)N(C(=O)c1csnn1)c1cccc(F)c1 (stereo unspecified)	·	3	9	1.2	-2	100	-6	·	5
CCC(Sc1nccn1C)C(=O)Nc1nnc(C)s1 (stereo unspecified)	-2	-2	4	1	0	131	3	-9	-4
CN1CCn2c1nc(N1CCOCC1)nc2=O	0	-7	4	1.2	4	113	6	5	-6
Cc1oc2c(CN3CCOCC3)c(O)ccc2c(=O)c1-c1ccc(Br)cc1	·	-2	4	1.1	2	97	-8	·	6

Not all compounds are listed. The share of hits here may be higher or lower than overall.
